Bioassay records from PubChem BioAssay.
ARFGAP1 inhibitor = rat ARFGAP1 inhibition | inhibition, % at 16.5 µM | Q62848 | 360,000 compounds, 0.26% hits | Arfgap1-stimulated ARF1 GTP hydrolysis, GDP FP detection;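 active = inhibition above a per-plate limit, mean inhibition of low control wells plus 3 SD, cut at about 25% in these data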;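 note: 0% = DMSO wells with enzyme and 100% = wells lacking Arfgap1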
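Material: rat Arfgap1 catalytic domain, aa 1-136; also added: human ARF1(Δ1-17)-GTP substrate; compound dosing: one concentration, 16.5 µM, DMSO 1.26%; incubation: GTP hydrolysis reaction 2 h at 25 °C; measured by: Tracer-displacement fluorescence polarization with EDTA stop, 620/688 nm; evaluation: % inhibition from polarization; repeats: one replicate per compound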
SIAE inh = blocks human sialic acid acetylesterase; SIAE FP-Rh probe binding, fluorescence polarization; inhibition, % at 9.66 µM; 370,000 compounds, 0.69% hits;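 active = inhibition above a cutoff: mean of compounds within the control limits plus 3 SD of those, cut at about 17% in these data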;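 note: 0% = plate median of compound wells and 100% = probe without SIAE protein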
PLCg1 inh = inhibitors of human phospholipase C gamma1. P19174. purified PLC-gamma1, fluorogenic substrate, fluorescence. inhibition, % at 12.2 µM. 370,000 compounds, 0.84% hits; in the data active = inhibition above about 9.5%
ASAP1 inh = inhibitors of human ASAP1 ArfGAP activity; Q9ULH1; 360,000 compounds, 0.19% hits; inhibition, % at 16.5 µM; ASAP1-stimulated ARF1 GTP hydrolysis, GDP FP detection; in the data active = inhibition above about 25%;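 note: 0% = vehicle with enzyme and substrate and 100% = no enzyme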
ADAM17 inh = inhibits human ADAM17 | 370,000 compounds, 0.83% hits | inhibition, % at 6.95 µM | P78536 | recombinant ADAM17, EDANS/DABCYL FRET peptide cleavage;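 active = inhibition above the mean of compounds lying between control limits plus 3 SD, set per campaign, cut at about 8.5% in these data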;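 note: 0% = DMSO-only wells as the low control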
Target sequence (P78536 215-824 limits assumed): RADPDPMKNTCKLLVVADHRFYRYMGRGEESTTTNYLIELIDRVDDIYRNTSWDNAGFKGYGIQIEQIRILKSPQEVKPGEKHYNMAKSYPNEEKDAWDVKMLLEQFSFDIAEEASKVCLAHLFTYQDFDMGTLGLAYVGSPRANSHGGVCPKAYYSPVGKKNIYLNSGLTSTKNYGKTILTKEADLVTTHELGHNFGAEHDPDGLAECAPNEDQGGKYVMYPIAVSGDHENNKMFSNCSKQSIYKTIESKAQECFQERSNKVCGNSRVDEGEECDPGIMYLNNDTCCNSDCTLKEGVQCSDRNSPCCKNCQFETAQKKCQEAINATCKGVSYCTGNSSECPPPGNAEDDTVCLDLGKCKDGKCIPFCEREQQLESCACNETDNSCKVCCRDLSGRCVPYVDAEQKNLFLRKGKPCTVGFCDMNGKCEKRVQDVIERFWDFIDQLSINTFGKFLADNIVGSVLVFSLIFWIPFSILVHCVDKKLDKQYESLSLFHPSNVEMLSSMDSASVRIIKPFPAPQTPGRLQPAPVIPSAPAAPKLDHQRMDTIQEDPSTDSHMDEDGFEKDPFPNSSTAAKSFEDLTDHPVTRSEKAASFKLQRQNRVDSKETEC
DDE Tn6 FP inh = inhibitors of Tn6 peptide binding to human fibrin DD(E); P02675; Fibrin DD(E) TRITC-Tn6 fluorescence polarization displacement; inhibition, % at 8.3 µM; 370,000 compounds, 0.21% hits; AID 720509;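 active = inhibition above a per-campaign cutoff: mean of compounds within control limits plus 3 SD, cut at about 15% in these data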;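 note: 0% = median of all compound wells on the plate and 100% = blocking peptide control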
Target sequence (P02675 whole entry, looked up): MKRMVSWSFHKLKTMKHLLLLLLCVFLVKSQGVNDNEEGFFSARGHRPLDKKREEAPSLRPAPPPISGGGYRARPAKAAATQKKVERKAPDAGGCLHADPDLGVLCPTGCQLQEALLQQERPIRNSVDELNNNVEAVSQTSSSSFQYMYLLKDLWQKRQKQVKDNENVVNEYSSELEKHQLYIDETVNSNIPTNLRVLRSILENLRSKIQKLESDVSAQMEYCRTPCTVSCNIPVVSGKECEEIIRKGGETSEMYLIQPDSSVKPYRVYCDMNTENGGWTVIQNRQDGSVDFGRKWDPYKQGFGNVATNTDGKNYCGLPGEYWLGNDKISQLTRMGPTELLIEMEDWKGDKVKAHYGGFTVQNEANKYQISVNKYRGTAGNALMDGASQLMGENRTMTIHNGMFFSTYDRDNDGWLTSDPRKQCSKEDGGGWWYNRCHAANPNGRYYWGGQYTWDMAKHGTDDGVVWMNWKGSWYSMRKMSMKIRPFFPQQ
Tn7 DDE FP = DD(E)-Tn7 binding inhibition, primary FP screen. P02675. FP displacement of FITC-Tn7 peptide from fibrin DD(E); 0% = median of compound wells per plate. inhibition, % at 8.3 µM. 370,000 compounds, 0.13% hits. AID 720508;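 active = inhibition above the mean of compounds falling within the control limits plus 3 SD of them, cut at about 14% in these data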;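 note: 0% = plate median of compound wells and 100% = 10 µM Aha-Tn7 peptide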
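Also added: labelled Tn7 tracer, 0.1 µM; Assay system: human fibrin DD(E) protein; Amount: 2 µM fibrin DD(E); Schedule: 10 min compound pre-incubation, 3 h probe incubation at room temperature; Repeats: one replicate per compound; Read-out basis: percent inhibition; Measured by: fluorescence polarization of the labelled Tn7 tracer.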
TDP2 absorb = blocks human TDP2 phosphodiesterase activity; recombinant TDP2, T5PNP hydrolysis, p-nitrophenol absorbance 415 nm; inhibition, % at 12.8 µM; 370,000 compounds, 0.34% hits;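 active = inhibition above the mean of all tested compounds plus 3 SD, set per campaign, cut at about 25% in these data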;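 note: 0% = DMSO with enzyme and 100% = buffer with substrate but no TDP2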
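Test system: Human TDP2 enzyme | Reagent: 5 mM T5PNP | Compound dosing: 12.8 µM single point, 1% DMSO | Incubation: Enzyme reaction with compound for 2 h at 37 °C | Technique: p-Nitrophenol epi absorbance | Read-out: % inhibition relative to enzyme-containing and enzyme-free wells | Benchmarks: High control without enzyme, low control DMSO plus TDP2 | Replicates: Singlicate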
ADAM10 inh = inhibits human ADAM10; O14672; recombinant ADAM10, EDANS/DABCYL FRET peptide cleavage, 3 h; inhibition, % at 7 µM; 370,000 compounds, 0.62% hits; AID 720582;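 active = inhibition above a per-campaign cutoff equal to the mean of compounds falling between control-based bounds plus 3 SD, cut at about 20% in these data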;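 note: 0% = DMSO wells while the 100% control is not disclosed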
PLC-beta3 inh = inhibitors of human phospholipase C beta3; 370,000 compounds, 0.18% hits; Purified PLC-beta3, fluorogenic substrate, fluorescence; inhibition, % at 12.2 µM; Q01970; in the data active = inhibition above about 11%;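 note: 0% = median of compound wells on plate and 100% = full blocker control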
* = called active by the depositor; i = inactive.

SMILES	ARFGAP1 inhibitor	SIAE inh	PLCg1 inh	ASAP1 inh	ADAM17 inh	DDE Tn6 FP inh	Tn7 DDE FP	TDP2 absorb	ADAM10 inh	PLC-beta3 inh
CCCc1cc(=O)[nH]c(NCCc2ccccc2)n1	3	-13	0	7	-4	3	6	-1	5	-7
CCOC(=O)c1cnc2c(-c3ccccc3)cnn2c1C	-2	-1	1	-2	2	-1	7	-3	0	0
COc1ccc(CCNS(=O)(=O)c2cc3c(cc2C)NC(=O)CO3)cc1OC	3	4	0	-7	1	1	6	2	-8	7
CC(=O)c1c(C)[nH]c(C(=O)OCc2cc(-c3ccco3)on2)c1C	3	4	-3	7	-2	1	6	4	0	-9
CCN(CC)S(=O)(=O)c1cccc(C(=O)N/N=C/c2ccc(OC)c(O)c2)c1	-3	-2	-1	-12	-2	-3	-8	9	0	-2
CCC(=O)N1CCN(c2ccc(Cl)cc2NC(=O)c2ccc3c(c2)OCCO3)CC1	-2	3	-1	2	2	5	-3	-8	3	-2
N/C(Cc1ccc([N+](=O)[O-])cc1)=N\OC(=O)c1ccco1	-11	4	1	10	-5	-5	0	0	-11	0
Cc1ccc[n+](CC(=O)N2CCCc3ccccc32)c1	-14	-1	0	-7	0	6	0	-2	-7	0
Brc1cc2c(cc1/C=N/Nc1nc3ccccc3s1)OCO2	-7	9	2	-10	-1	0	-1	-11	7	0
C[C@H]1CN([C@@H](C)CO)C(=O)CCCn2cc(nn2)CO[C@@H]1CN(C)C(=O)NC1CCCCC1	6	2	-1	1	-4	-1	-1	-3	-14	1
Cc1sc2ncn(CCn3cnc4sc(C)c(C)c4c3=O)c(=O)c2c1C	0	-4	0	6	-1	8	0	-9	0	2
CS(=O)(=O)N1CCC(C(=O)NCCc2ccccc2)CC1	-3	-3	-9	0	-4	-2	0	7	5	1
C=C(C)C(=O)OCCCCCCOc1ccc(C(=O)O)cc1	-6	3	6	6	2	5	-3	-4	1	0
O=C(c1ccc(-c2ccccc2)c(F)c1)C1CCCN(C(=O)c2cncs2)C1 (stereo not drawn)	-3	-4	6	-12	2	1	-7	-17	11	-7
COc1ccc(NC(=O)CSCC(=O)N(C)Cc2cccc(OC)c2OC)cc1	9	-10	-1	2	-4	-4	-10	6	0	-1
COc1ccc(NC(=O)C(CC(=O)O)Cc2ccc(Br)cc2)cc1 (stereo not drawn)	4	8	-3	1	-3	1	8	-6	5	-9
Cc1ccc(C(=O)NCCc2nnc3ccc(SCC(=O)Nc4cc(C)on4)nn23)cc1	7	3	1	-7	-3	-1	-2	-10	-11	-8
COc1cccc(CN2CCN(c3ncccn3)CC2)c1OC	20	-2	1	-10	4	6	3	19	3	-5
CSc1cccc(NC(=O)c2cnn3ccccc23)c1	0	-5	-2	0	0	-3	6	-8	3	-9
COc1cccc(CSc2nc3ccccc3cc2C=O)c1	-10	-10	3	-13	5	0	-1	-9	7	-1
CC(Nc1nc(-c2ccccc2F)nc2ccccc12)c1ccccc1 (stereo not drawn)	8	-4	4	3	2	-1	-6	-1	17	-5
CNC(=O)c1cc(C(=O)c2ccc(F)cc2C(F)(F)F)c[nH]1	8	3	2	-1	-1	3	-4	-5	1	-5
CCN(CC(=O)NCc1cccs1)C(=O)c1ccc(Cl)c(Cl)c1	2	2	-2	8	-6	5	5	0	-8	-6
COc1ccc(-n2c(C)cc(/C=C3\SC(=S)NC3=O)c2C)cc1	-1	-1	0	-9	0	11	-1	-4	-1	-4
CC[C@]12c3[nH]c4cc(-c5ccco5)ccc4c3CCN1C(=O)[C@@H](CC(=O)NCCCOC)C[C@@H]2C(=O)N1CCN(C(=O)C2CC2)CC1	1	0	i	12	-303	-8	2	3	i	i
Cc1ccn2c(C(=O)N/N=C/c3ccc(Cl)cc3)c(C)nc2c1	-6	3	-2	5	-1	-1	-3	-14	4	-9
CCCNC(=O)C[C@@H]1C[C@@H]2c3cc(NS(=O)(=O)c4ccc(OC)cc4)ccc3O[C@@H]2[C@@H](CO)O1	11	16	-2	-2	-4	-1	4	1	-7	0
C[C@@H]1CN([C@@H](C)CO)C(=O)CCCn2nncc2CO[C@H]1CN(C)Cc1ccc2c(c1)OCCO2	-7	11	0	-1	-1	-3	3	5	-5	-3
CC(=O)c1ccc(S(=O)(=O)NCC(=O)N2CCN(C/C=C/c3ccccc3)CC2)cc1	-3	-1	-1	28*	-6	5	-3	1	-3	-3
O=S(=O)(NCc1ccccc1)c1ccccc1NCc1ccc(Cl)cc1	-9	-2	0	10	0	6	4	10	-14	-6

Record cards, as listed above:
COc1cccc(CN2CCN(c3ncccn3)CC2)c1OC is listed as ARFGAP1 inhibitor = 20; SIAE inh = -2; PLCg1 inh = 1; ASAP1 inh = -10; ADAM17 inh = 4; DDE Tn6 FP inh = 6; Tn7 DDE FP = 3; TDP2 absorb = 19; ADAM10 inh = 3; PLC-beta3 inh = -5
Cc1ccc[n+](CC(=O)N2CCCc3ccccc32)c1 is listed as ARFGAP1 inhibitor = -14; SIAE inh = -1; PLCg1 inh = 0; ASAP1 inh = -7; ADAM17 inh = 0; DDE Tn6 FP inh = 6; Tn7 DDE FP = 0; TDP2 absorb = -2; ADAM10 inh = -7; PLC-beta3 inh = 0

Other records follow:
SMILES	ARFGAP1 inhibitor	SIAE inh	PLCg1 inh	ASAP1 inh	ADAM17 inh	DDE Tn6 FP inh	Tn7 DDE FP	TDP2 absorb	ADAM10 inh	PLC-beta3 inh
COCCNc1nc2c(c(=O)n(Cc3cccc(Br)c3)c(=O)n2C)n1C	-16	-4	0	-3	3	-2	-3	10	6	4
CC1(C)CCC[C@]2(C)[C@H]3CC(=O)O[C@]3(C)CC[C@@H]12	-7	-1	-3	-1	-5	-8	6	4	1	-7
CC(C)n1nc(C(=O)Nc2nc3ccccc3[nH]2)c2ccccc2c1=O	-1	-8	-4	6	-3	4	0	2	-2	-8
OC(c1cccc(Cl)c1)c1nc(-c2cnc3ccccc3c2)cs1 (stereo not drawn)	10	-9	-7	5	-2	-4	-9	5	-12	-10
COC(=O)C(C)Sc1ncnc2c1nnn2-c1ccc(F)cc1 (stereo not drawn)	-11	4	4	-11	-2	6	4	3	-1	-4
O=C(Nc1ccccc1)c1ccccc1CCc1ccccc1	13	1	5	7	0	0	5	-11	4	3
CCN(CC)C(=O)c1cccc(NC(=O)CC23CC4CC(CC(C4)C2)C3)c1	6	-1	-3	-12	-2	3	2	-2	3	-7
CC1(C(=O)NCCC#N)CCN1C(=O)CC(c1ccccc1)c1ccccc1 (stereo not drawn)	-1	1	-4	-6	-2	-3	4	-6	-4	1
CCOC(=O)C1CCN(C(=O)CCCn2nc(CC)n3c(cc4occc43)c2=O)CC1	8	1	-3	15	-5	4	2	4	-8	-9
Cc1cc(C)c(NC(=O)C[N+](C)(C)CC(O)COc2cccc3ccccc23)c(C)c1 (stereo not drawn)	-1	-2	4	2	-2	-6	-5	-6	-9	3
COc1ccc(CCNC(=O)c2ccccc2OCc2c(C)noc2C)cc1	20	-2	5	-11	3	1	-2	-3	-10	-2
O=C(O)COc1ccc(S(=O)(=O)c2ccc(OCC(=O)O)cc2)cc1	-9	-2	-2	-5	-2	2	4	2	-8	0
CC(NCC(=O)NC(=O)NC1CCCC1)c1ccc(Cl)cc1Cl (stereo not drawn)	-11	1	5	-8	-2	-2	0	6	-4	2
CCn1c(COc2ccccc2)nnc1SCC(=O)c1cccc([N+](=O)[O-])c1	-8	8	0	-17	0	5	0	3	1	-2
Cc1cc(=O)[nH]c(SCC(=O)N2CCCCC2)n1	10	2	8	-1	3	4	-6	-19	4	0
COc1ccc(CC(=O)Nc2ccc3c(c2)OC2(CCCC2)O3)c(OC)c1	3	3	-2	9	11*	3	1	3	-3	-4
COc1cc(/C=C/C(=O)O)cc(OC)c1OC	-3	7	0	2	-7	0	-1	-5	-11	0
Cc1ccc(S(=O)(=O)NN=Cc2ccco2)cc1	-5	4	-2	-3	1	5	-1	-5	0	1
CCN1C(=O)[C@H]2[C@@H](c3ccc(C(F)(F)F)cc3)N[C@]3(CCCN(Cc4ccc(C)cc4)C3=O)[C@H]2C1=O	2	0	-1	-3	-4	0	-4	11	-3	2
COc1ccc(NC(=O)CN(C)C(=O)c2ccc(NS(=O)(=O)c3cccc([N+](=O)[O-])c3)cc2)cc1	3	0	1	-5	-6	5	2	4	-6	1
O=C(NCc1cccnc1)c1cc(Sc2ccccc2Cl)nc2ccccc12	-2	-6	-5	0	-3	3	1	-4	1	-9
Cc1ccc(S(=O)(=O)N2CCOCC2)cc1NC(=O)Cn1c(=O)ccn(Cc2ccccc2)c1=O	-9	-5	1	0	-2	2	3	9	4	-1
Cc1ccc(S(=O)(=O)N/N=C\c2cc([N+](=O)[O-])ccc2Cl)cc1	4	8	-2	-15	-1	-6	-2	3	4	1
O=C1CC(c2ccccc2)CC(O)=C1C=NCc1ccc(Cl)c(Cl)c1 (stereo not drawn)	-8	-3	0	7	1	-7	-2	-4	0	0
CCN(CC(=O)Nc1ccc(OC)cc1)CC(=O)Nc1cccc(C#N)c1	5	3	1	-8	-1	0	1	-5	9	-2
Cc1ccc(NS(=O)(=O)c2ccc3c(c2)CC(=O)N3)cc1C	-8	-13	3	-2	0	-9	-4	-2	-1	0
CCOc1ccccc1OCC(=O)Nc1ccc(N2CCOCC2)cc1N1CCOCC1	-2	2	1	7	-2	1	-8	3	-4	3
Cc1sc2ncn(CC(=O)N3CCCC(C)C3)c(=O)c2c1S(=O)(=O)N1CCCCC1 (stereo not drawn)	-2	-1	0	5	-3	-6	0	-5	-1	-8
O=C(CSc1nnc(-c2ccccn2)n1Cc1ccco1)Nc1ccc2c(c1)OCO2	-2	1	0	0	2	15*	2	-8	9	-1
O=C1CC[C@@H](CN(Cc2ccccn2)Cc2nc(Cc3ccccc3)no2)N1	0	3	1	-11	-1	-5	-2	8	-2	3
CC(C)n1c(-c2ccccc2)nc(=S)c2c1CCCC2	14	1	-2	5	2	0	-5	-1	-5	-7
O=C(CCC(=O)N1CCOc2ccccc21)NCCCN1CCN(Cc2ccccc2)CC1	2	-1	3	-13	-4	-2	0	-2	-17	1
CC1(C)NC(=O)N(CCOc2cccc(Oc3ccccc3)c2)C1=O	2	-8	0	18	-4	-3	3	-6	0	0
COc1ccc(-c2csc(N(CCCN3CCOCC3)C(=O)c3ccco3)n2)cc1	4	12	0	5	-1	3	3	0	5	-3
CC(=O)Oc1cccc(C(=O)Nc2ccc3c(c2)C(=O)N(CC2CCCO2)C3=O)c1 (stereo not drawn)	1	1	-84	0	-37	-7	2	10	-98	-94
CCSCc1nnc(SCC(=O)Nc2cccc(SC)c2)n1C	-8	11	2	4	-2	5	5	-1	-6	2
COc1cccc(NC(=O)Cn2cnc3sc(C)c(S(=O)(=O)N4CCCCC4)c3c2=O)c1	3	-4	-1	5	0	2	4	-4	1	2

The order is random. About 3.6% of those tested had a hit in this group.
